From PubChem BioAssay
MRP1 act = activates MRP-1 | viability increase, % at 10 µM | actives 0.61% (n = 140,000) | AID 799 | H69AR cells + doxorubicin, viability rescue, CellTiter-Glo;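 active means viability gain under doxorubicin at or above a set limit, the compound median plus 3 SD, cut at about 4.7% in these data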;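 further: MRP-1 overexpressing cells given doxorubicin 25 µM after compound pretreatment; 18-22 h compound pretreatment then 72 h with doxorubicin before readout; 0% = doxorubicin-only wells and 100% = vehicle-treated cells without doxorubicin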
bCat KO growth = beta-catenin-lacking colon tumor cell growth suppression | HCT116 beta-catenin knockout viability, CellTiter-Glo, 60 h; hits give low values | viability, % at 10 µM | actives 1.5% (n = 140,000);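 active means viability at or under a set limit, the compound median less 4 SD, cut at about 6% in these data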;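 further: 0% = Hyamine 1622 control at 20 µM and 100% = untreated cell control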
E-sel TNF inh = TNF alpha driven E-selectin expression inhibition; HUVEC TNFa-induced E-selectin immunofluorescence, high content; inhibition, % at 2 µM; actives 0.71% (n = 120,000);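 active means inhibition above the batch mean plus 3 SD, and confirmed as a hit on visual image review, cut at about 43% in these data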;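 further: 0% = TNF-stimulated DMSO wells and 100% = unstimulated control wells; not every result past the cut was called active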
NPY Y2 blocker = NPY-Y2 (human) receptor antagonism. NPY-Y2 expressing cells, antagonist mode. inhibition, % at 2.7 µM. actives 0.99% (n = 140,000); in the data active means inhibition above about 17%;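 further: 0% = vehicle with agonist challenge and 100% = reference antagonist with challenge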
Target sequence (P49146 whole entry, looked up): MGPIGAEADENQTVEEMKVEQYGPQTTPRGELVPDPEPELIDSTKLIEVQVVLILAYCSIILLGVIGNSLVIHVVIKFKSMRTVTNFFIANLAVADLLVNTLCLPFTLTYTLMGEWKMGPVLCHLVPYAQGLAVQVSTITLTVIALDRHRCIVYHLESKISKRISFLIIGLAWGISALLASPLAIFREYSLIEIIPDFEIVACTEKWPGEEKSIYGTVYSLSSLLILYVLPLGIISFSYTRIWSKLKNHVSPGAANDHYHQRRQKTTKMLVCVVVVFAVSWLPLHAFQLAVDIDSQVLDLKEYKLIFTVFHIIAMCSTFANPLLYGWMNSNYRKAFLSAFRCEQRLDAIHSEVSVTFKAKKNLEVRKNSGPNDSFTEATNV
HCT116 PTEN-null = growth suppressors of cells with PTEN tumor suppressor deletion. HCT116 PTEN-null viability, CellTiter-Glo, 60 h; hits give low values. viability, % at 10 µM. actives 1.2% (n = 140,000). AID 827;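 active means viability at or below a set limit, 4 SD under the median of all tested compounds, cut at about 3.7% in these data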;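 further: PTEN knockout HCT116 line with beta catenin targeted HCT116 as companion control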
Phagocytosis inh = inhibitors of macrophage phagocytosis | J774A.1 macrophage IgG-bead phagocytosis, imaging | AID 1029 | actives 0.07% (n = 110,000) | inhibition, % at 5 µM;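 active means inhibition above the mean of the plate negative controls plus 5 SD, cut at about 13% in these data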;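 further: phagocytic index as fraction of beads internalized from green versus red external bead signal; plate controls were DMSO negative control for no effect and cytochalasin-D positive control for full effect; some results beyond the cut were filed as inactive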
GALR2 antag = antagonists of human galanin receptor 2 (GALR2). O43603. GALR2-expressing cells, antagonist mode. inhibition, % at 4 µM. actives 0.39% (n = 140,000); in the data active means inhibition above about 27%;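 further: cells stimulated with galanin 1-16 at roughly its EC80; 0% = agonist challenge control and 100% = basal control without agonist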
Target sequence (O43603 whole entry, looked up): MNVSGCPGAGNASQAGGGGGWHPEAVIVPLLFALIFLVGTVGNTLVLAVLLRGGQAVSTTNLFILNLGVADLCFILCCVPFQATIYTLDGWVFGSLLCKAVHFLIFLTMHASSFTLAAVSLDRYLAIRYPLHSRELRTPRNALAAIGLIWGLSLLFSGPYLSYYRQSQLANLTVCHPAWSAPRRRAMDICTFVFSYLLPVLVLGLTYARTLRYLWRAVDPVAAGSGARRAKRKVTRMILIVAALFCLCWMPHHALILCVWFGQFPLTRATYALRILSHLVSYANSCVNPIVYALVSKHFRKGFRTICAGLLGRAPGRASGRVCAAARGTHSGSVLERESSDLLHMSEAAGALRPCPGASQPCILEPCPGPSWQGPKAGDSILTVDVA
Yeast growth inh = chemicals that inhibit yeast BB579 growth in restrictive medium (lifespan-shortening candidates); S. cerevisiae BB579 growth, OD615, 48 h; inhibition, % at 10 µM; actives 0.51% (n = 140,000); AID 804;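 active means inhibition above a set limit, 3 SD over the mean compound inhibition, cut at about 44% in these data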; further: inactives centre near -24
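test system = yeast BB579 (DeaD) | buffer or medium = restrictive CSMM-D medium | doses = single compound dose of 10 µM, 0.25% DMSO final | times = 4 h preincubation and 48 h exposure at 30 °C | technique = culture absorbance at 615 nm | benchmarks = amphotericin B 10 µg/mL, positive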
Measles CPE = protection of cells from measles virus; actives 1.5% (n = 140,000); Measles virus-infected cells, CPE protection, absorbance; protection (pct of control), % at 4 µM; in the data active means protection mostly above about 24%, no sharp cut-off; inactive means mostly below about 26%; further: some compounds called inactive have numbers as strong as hits
Yeast lifespan up = extends the lifespan of yeast; S. cerevisiae growth with nicotinamide, OD615; deaD strain in restrictive glucose medium; inhibition of the nicotinamide effect, % at 10 µM; actives 0.68% (n = 130,000);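 active means inhibition above a set limit, placed 3 SD over the median of all compounds, cut at about 26% in these data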;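 further: 0% = nicotinamide-treated wells and 100% = cells grown without nicotinamide; some compounds called inactive have numbers as strong as hits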
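Measured by: optical density (absorbance) at 615 nm; System: modified budding yeast, DeaD strain; Medium: restrictive CSMM-D dextrose medium; Timing: 4 h preincubation then 48 h treatment at 30 °C.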
* = called active by the depositor; / = no result given.

SMILES	MRP1 act	bCat KO growth	E-sel TNF inh	NPY Y2 blocker	HCT116 PTEN-null	Phagocytosis inh	GALR2 antag	Yeast growth inh	Measles CPE	Yeast lifespan up
S=C(Nc1cccc(Cl)c1)N1CCOCC1	-0.1	94.0	-23.7	0.2	96.4	-1.6	1.2	-39.6	3.1	2.2
C=CCn1c(SCC(=O)Nc2ccccc2OC)nnc1-c1ccccn1	-3.9	65.0	2.6	4.1	70.8	/	0.2	-35.8	20.4	-6.8
CCc1ccc2c(c1)c(N=NC1=NC(=O)CS1)c(O)n2C	-2.7	98.3	18.3	-1.5	84.6	-0.9	-3.2	-30.8	3.8	-20.9
O=C(CSc1ncn[nH]1)Nc1cccc2ccccc12	-1.5	99.1	-2.7	0.9	88.4	-1.9	1.4	-1.7	10.7	-15.5
O=C(Oc1ccccc1)c1cccc(N2C(=O)CCC2=O)c1	0.3	96.9	-12.3	-0.2	99.8	-0.1	-2.1	-47.6	1.0	-12.1
Cc1ccc(/C=C/c2ccc(=O)n(Cc3ccc(Cl)cc3Cl)n2)cc1	-1.3	92.9	10.4	-0.2	94.4	/	-7.7	-18.8	1.8	3.1
CCCC12CN3CC(C)(CN(C1)C31CCCCC1)C2=O	0.2	99.3	-3.6	-2.4	113.2	-1.3	1.9	1.4	0.4	-9.5
CCCn1c(Cc2ccccc2)nnc1SCC(=O)N1CCOCC1	-2.2	95.3	27.0	2.6	91.3	0.2	-8.9	25.0	3.4	-2.5
OCCN1CCN(CCOc2ccccc2-c2ccccc2)CC1	-1.8	88.3	/	2.1	95.2	1.8	2.0	-5.5	13.4	-0.9
O=C(Cn1nnc(-c2ccccc2NC(=O)c2ccco2)n1)NC1CCCCC1	-2.3	92.7	/	-1.6	76.8	-0.7	6.0	-80.6	12.3	8.1
Cc1ccc(C)c(NC(=O)COC(=O)c2cccc3c2C(=O)c2ccccc2C3=O)c1	-1.3	76.2	/	3.0	68.3	0.6	2.9	-25.8	12.5	-1.0
CN1CCN(c2ccc(Cl)cc2NC(=O)c2ccc(S(=O)(=O)N3CCCCCC3)cc2)CC1	-0.6	77.3	-15.2	0.4	78.9	0.2	1.9	-46.7	10.7	-7.1
O=C(CSc1nnc(Cc2ccccc2)o1)NC1CC2CCC1C2 (centres undefined)	-0.1	95.1	3.8	-1.3	96.7	/	-5.1	-21.1	5.6	-5.3
O=C(N/N=C/c1cccc([N+](=O)[O-])c1)c1cc(-c2ccccc2)nc2ccccc12	-2.9	81.3	0.3	2.7	82.2	-10.5	-10.2	-29.1	2.1	2.9
Cc1ccc(-n2cc(-c3ccc([N+](=O)[O-])cc3)[nH]c2=S)c(C)c1	-2.4	70.6	0.4	-0.6	72.9	-1.2	2.8	-20.6	7.7	2.5
Cc1cc2c(c(=O)n1Cc1ccco1)C(c1ccccc1)C(C#N)=C(N)O2 (centres undefined)	-0.7	105.0	-12.4	-0.3	96.8	-0.6	3.4	-39.0	6.8	4.1
CCCN1C(=O)c2ccc(C(=O)Nc3cc(C)on3)cc2C1=O	0.9	99.3	7.8	0.4	104.0	-0.6	-2.4	4.1	1.5	-6.5
COc1ccccc1CNC(=O)C[n+]1ccccc1	-0.1	95.4	2.4	-1.0	100.2	-0.8	-9.0	-16.8	1.3	-1.3
Cc1ccccc1N1CCN(C(=O)c2ccc(Oc3ccc(C(F)(F)F)cn3)cc2)CC1	2.0	68.3	-17.9	3.2	91.0	-1.1	-11.1	-23.9	19.5	2.7
CN1CCN(C(=O)c2ccc(CSc3nc4ccncc4n3Cc3ccc(F)cc3)cc2)CC1	-1.0	97.0	-7.6	-1.9	90.5	/	-0.9	16.4	2.3	6.6
COC(=O)c1cc2sc(Cl)cc2n1CC(=O)N1CCCc2ccccc21	-1.2	75.6	-3.0	7.8	82.5	/	0.3	-25.8	7.4	6.1
CC(C)c1ccc(NC(=O)c2cnn(-c3ccccc3)c2NC(=O)c2ccco2)cc1	-0.9	95.3	/	0.8	86.6	-0.4	-6.7	-34.4	3.1	2.1
Nc1nc(C2CCCCC2)cs1	-0.8	98.3	-14.2	2.5	86.5	-0.7	-0.1	-23.4	6.8	3.2
O=C(NCCc1nc2ccccc2[nH]1)c1ccc(Cl)c([N+](=O)[O-])c1	-4.1	96.1	-2.3	-1.2	85.6	-2.4	14.3	-57.0	8.4	1.9
COc1ccc(S(=O)(=O)NCc2ccc3c(c2)OCO3)cc1C(=O)O	1.8	104.4	-7.7	-2.5	108.8	-0.8	-22.2	-11.9	2.4	-7.4

(further entries)
SMILES	MRP1 act	bCat KO growth	E-sel TNF inh	NPY Y2 blocker	HCT116 PTEN-null	Phagocytosis inh	GALR2 antag	Yeast growth inh	Measles CPE	Yeast lifespan up
CCc1ccccc1N=C1SCC(=O)N1C	-0.5	103.0	-6.4	-4.3	97.7	-1.6	-5.7	-23.3	14.4	-4.1
c1ccc2c(c1)CCCC2C1=NCCN1 (centres undefined)	-1.1	0.8*	/	3.1	0.8*	/	7.5	-30.7	34.4	2.7
COc1cccc(NC=C2C(=O)OC(C)(C)OC2=O)c1	-2.3	94.0	-12.4	2.0	99.6	-1.6	6.2	-41.9	6.5	-7.8
CCOC(=O)N/N=C/c1ccc(OCCSc2ccc(Cl)cc2)c(OC)c1	-1.4	101.4	28.0	-1.0	105.3	/	-11.2	-20.2	20.7	9.7
Cc1ccc(S(=O)(=O)/N=C(\c2ccccc2)N(C)S(=O)(=O)c2ccc(C)cc2)cc1	-3.8	97.1	2.6	0.0	85.4	0.6	2.8	-17.6	9.0	-8.0
CC1(C)OC(=O)C(=CNc2cccc(C(=O)O)c2)C(=O)O1	-2.6	106.8	/	-1.8	110.8	-2.3	-4.3	6.4	5.1	-16.6
CCCCn1c(SC(C)C(N)=O)nc2cc(C(=O)OC)ccc2c1=O (centres undefined)	-2.7	108.1	/	2.4	94.7	/	-1.9	-46.0	5.1	-13.6
O=C1C2C3C=CC(C3)C2C(=O)N1CCN1CCN(S(=O)(=O)c2ccc3ccccc3c2)CC1 (centres undefined)	-2.1	71.1	5.0	1.9	77.3	0.1	0.4	-7.7	5.2	-4.9
CSc1[nH]c(=O)c(C(=O)O)cc1C#N	-1.7	105.5	-42.5	3.1	96.8	0.0	6.4	-20.0	5.8	-9.5
CCN(CCNC(=O)C1CCN(S(C)(=O)=O)CC1)c1ccccc1	-2.6	78.7	9.2	1.6	87.6	3.2	-3.5	-9.5	3.3	-18.9
Cc1ccc(N2CCN(C(=O)N3CCCC3)CC2)cc1C	-0.2	107.0	-11.3	0.2	100.1	-0.8	2.0	-39.5	3.6	-12.4
C=CCSc1nc(=O)n2cccc(C)c2n1	-3.8	96.0	/	1.0	93.7	1.2	11.6	17.1	3.5	-7.2
Cc1ccc(Cn2c(SCc3cccnc3)nc3c2c(=O)n(C)c(=O)n3C)cc1	-0.6	72.9	7.9	10.4	69.7	0.0	0.4	-23.0	7.2	-15.0
Cc1ccc(NC(=O)c2cc3c(=O)oc4ccccc4c3s2)nc1	-1.8	86.5	/	0.8	76.3	-3.0	12.1	-12.8	18.2	-5.9
O=C(CSc1nc2ccc([N+](=O)[O-])cc2[nH]1)c1ccc(Cl)cc1	-1.6	97.0	/	3.2	103.2	8.9	5.5	-28.8	4.5	2.4
OC[C@H]1O[C@@H](n2cnc3c(NC4CCCC4)ncnc32)[C@H](O)[C@@H]1O	-1.3	88.3	/	5.2	93.9	/	8.4	-54.2	13.0	6.1
O=S(=O)(c1ccc(N2CCC(c3ccc(Cl)cc3)=N2)cc1)N(CCO)CCO	0.1	78.6	10.5	1.7	80.2	1.3	-39.9	-18.3	14.3	-1.1
Cc1cc(NCCN(C)C)n2nc(-c3cccs3)cc2n1	-0.6	70.7	-22.8	5.6	70.4	-1.5	6.8	-0.9	20.2	-8.1
Cc1ccc(S(=O)(=O)O)c(C)c1N1CCCC1=O	-1.0	94.9	-9.4	1.1	112.6	0.1	-1.7	-67.1	7.1	-1.2
CCc1ccccc1N1CSC2=C(C#N)C(c3ccccc3F)CC(=O)N2C1 (centres undefined)	-2.7	71.3	-10.0	0.1	86.5	0.0	-7.7	-34.3	7.9	-12.2
C=CCNS(=O)(=O)c1ccc(OC)c(C)c1	-0.1	85.5	-21.3	2.7	91.7	2.2	-1.8	-5.8	6.0	-2.7
N#CC(C#N)=C1C=CC=CN1/C(=C\c1ccccc1Cl)C(=O)c1ccccc1	-4.2	78.3	68.7*	7.6	81.6	-0.6	73.2*	-29.4	1.3	17.9
COc1ccc2cc(/C=N/NC(=O)c3ccc(CN(c4cccc(Cl)c4Cl)S(C)(=O)=O)cc3)c(Cl)nc2c1	-2.1	87.4	19.1	-0.4	91.3	2.4	14.6	-19.7	3.9	2.9
Cc1noc(C)c1COC(=O)Cc1ccc(Cl)c(Cl)c1	0.7	106.5	9.9	5.3	88.5	1.4	-1.1	11.5	39.7*	-13.9
C/C(=N\O)c1ccc2[nH]ccc2c1	-1.2	107.2	0.8	-1.7	105.3	/	9.7	-36.3	18.1	-27.2

A different layout for 2 compounds above:
SMILES | MRP1 act | bCat KO growth | E-sel TNF inh | NPY Y2 blocker | HCT116 PTEN-null | Phagocytosis inh | GALR2 antag | Yeast growth inh | Measles CPE | Yeast lifespan up
Cc1ccc(N2CCN(C(=O)N3CCCC3)CC2)cc1C | -0.2 | 107.0 | -11.3 | 0.2 | 100.1 | -0.8 | 2.0 | -39.5 | 3.6 | -12.4
C=CCSc1nc(=O)n2cccc(C)c2n1 | -3.8 | 96.0 | / | 1.0 | 93.7 | 1.2 | 11.6 | 17.1 | 3.5 | -7.2

(more compounds)
SMILES	MRP1 act	bCat KO growth	E-sel TNF inh	NPY Y2 blocker	HCT116 PTEN-null	Phagocytosis inh	GALR2 antag	Yeast growth inh	Measles CPE	Yeast lifespan up
O=[N+]([O-])c1ccc(N/N=C/c2cn(-c3ccccc3)nc2-c2ccccc2)cc1	-5.8	10.3	-12.4	1.9	7.8	/	-2.8	-68.8	35.6	-20.4
O=C1C2C(C(=O)N1Cc1ccco1)C1C=CC2C12CC2 (centres undefined)	-1.0	109.5	-4.4	-1.2	98.1	0.4	-11.8	3.4	4.3	-4.7
Cc1ccccc1C1C(C#N)=C2N=C(N)c3c(sc4c3CCCCC4)N2C2=C1C(=O)CCC2 (centres undefined)	-4.2	41.2	-49.5	1.6	27.8	/	-8.3	-5.7	28.4	-15.3
Cc1cccc(NCc2ccccc2O)c1C	-1.7	94.8	/	0.3	98.1	-1.2	4.9	21.7	12.0	-5.1
CC1CCCN(CC(O)COc2ccc(Cl)cc2)C1 (centres undefined)	-1.4	95.8	/	7.9	101.2	-2.9	-1.1	1.2	2.5	-2.6
O=C(Nc1ccc2c(c1)OCO2)c1ccc2c(c1)OCO2	-1.4	77.0	/	4.8	77.7	1.0	-2.4	-21.5	19.5	-6.4
COc1cc(CNCCN2CCOCC2)ccc1OCc1c(Cl)cccc1Cl	-1.3	80.2	/	5.2	75.5	-3.2	4.3	15.6	13.6	3.0
Cc1sc2nc(-c3ccccc3)[nH]c(=O)c2c1-c1ccccc1	1.8	93.1	-13.6	6.5	93.6	-3.9	1.9	-71.1	9.5	3.5
Cc1cc(C(=O)CN2C(=O)NC(C)(CC(C)C)C2=O)c(C)n1-c1ccc2c(c1)OCO2 (centres undefined)	1.9	86.1	17.1	3.4	85.2	-10.6	-0.3	-20.6	11.4	64.5*
